SENP8 block-1: human SENP8 protease inhibitors, primary screen, biochemical, fluorescence, Nedd8 protein substrate, uHTS. Sentrin-specific protease 8 (Homo sapiens), Q96LD8. AID 602440, 2012. recombinant SENP8. inhibition, % at 20 µM. 360,000 tested, 0.64% active; in the data active = inhibition mostly above about 40%, no sharp cut-off; inactive = mostly below about 27%
Target sequence (Q96LD8 whole entry, looked up): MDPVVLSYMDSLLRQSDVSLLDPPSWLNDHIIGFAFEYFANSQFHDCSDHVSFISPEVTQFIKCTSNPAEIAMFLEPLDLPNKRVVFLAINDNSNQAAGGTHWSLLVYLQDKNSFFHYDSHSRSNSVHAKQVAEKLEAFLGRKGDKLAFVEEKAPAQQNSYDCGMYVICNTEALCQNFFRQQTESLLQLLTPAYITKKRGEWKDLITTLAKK
SENP1 FRET inh: human SENP1 catalytic domain inhibitors, primary screen, biochemical, FRET, uHTS; Sentrin-specific protease 1 (Homo sapiens), Q9P0U3; 360,000 tested, 0.21% active; recombinant SENP1 catalytic domain, CyPet-SUMO1-YPet FRET cleavage; inhibition, % at 10 µM;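 active = inhibition at least 30% at 10 µM, raw YFP signal under a set limit, fluorescence ratio 0.5 to 1.5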;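 also: 0% = enzyme with DMSO and 100% = no enzyme wells; some results filed as inactive read as strong as hits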
Target sequence (Q9P0U3 419-644 limits assumed): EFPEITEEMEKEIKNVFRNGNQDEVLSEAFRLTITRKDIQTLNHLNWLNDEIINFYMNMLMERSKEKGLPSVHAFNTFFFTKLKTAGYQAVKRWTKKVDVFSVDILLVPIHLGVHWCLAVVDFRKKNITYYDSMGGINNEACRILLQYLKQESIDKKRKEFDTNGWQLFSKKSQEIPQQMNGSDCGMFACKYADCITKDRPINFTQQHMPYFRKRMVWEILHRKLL
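Test system: hSENP1 catalytic domain, recombinant; Amount: 20 pM final SENP1 enzyme; Medium: Tris pH 8 buffer plus EDTA, NaCl, BME, BSA, NP40, catalase; Schedule: 50 min enzyme reaction, room temperature, light-protected; Technique: FRET fluorescence in CFP and YFP emission channels; Controls: no-enzyme wells low, DMSO-plus-enzyme wells high control.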
HKDC1 inh: HKDC1 hexokinase inhibitors, primary screen, biochemical, fluorescence, uHTS | Q2TB90 | AID 493160, 2011 | recombinant HKDC1, G6PDH/diaphorase resazurin coupled fluorescence | inhibition, % at 20 µM | 340,000 tested, 0.16% active;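 active = inhibition above about 35% when tested at 20 µM, limit read from the data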;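 also: plate controls were DMSO wells with enzyme for no effect and DMSO wells lacking enzyme for full effect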
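test system = in-house recombinant HK5 (HKDC1) enzyme | amount = HKDC1 at 5 µg/mL | control set = DMSO-enzyme wells negative, buffer-substituted wells positive | compound = one dose of 20 µM, 1% DMSO | schedule = reaction time 90 min, room temperature, protected from light | technique = resorufin fluorescence at 613 nm | reagent = glucose with 1 mM ATP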
SENP6 block: SENP6 protease inhibitors, primary screen, biochemical, luminescence, uHTS; Recombinant SENP6 catalytic domain, aminoluciferin luminescence; inhibition, % at 10 µM; Sentrin-specific protease 6 (Homo sapiens), Q9GZR1; 330,000 tested, 1.8% active; AID 2599, 2010;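 active = inhibition above about 50% at the single tested dose, limit read from the data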;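 also: plate controls were DMSO wells with enzyme for no effect and DMSO wells lacking enzyme for full effect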
Target sequence (Q9GZR1 628-1112 limits assumed): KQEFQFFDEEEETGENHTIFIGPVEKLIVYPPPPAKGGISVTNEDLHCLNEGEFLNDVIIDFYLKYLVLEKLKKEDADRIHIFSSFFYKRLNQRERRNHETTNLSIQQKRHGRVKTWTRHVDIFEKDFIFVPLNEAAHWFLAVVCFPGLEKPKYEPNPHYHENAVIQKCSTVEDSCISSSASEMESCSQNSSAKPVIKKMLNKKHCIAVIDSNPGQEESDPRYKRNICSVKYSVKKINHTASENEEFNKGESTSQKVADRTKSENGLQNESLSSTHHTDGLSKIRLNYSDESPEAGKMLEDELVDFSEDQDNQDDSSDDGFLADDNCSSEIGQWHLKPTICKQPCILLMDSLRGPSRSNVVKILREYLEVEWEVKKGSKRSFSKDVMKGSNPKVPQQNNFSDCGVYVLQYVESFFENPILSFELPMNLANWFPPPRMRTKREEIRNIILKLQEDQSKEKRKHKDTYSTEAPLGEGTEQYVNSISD
SENP8 block-2: SENP8 protease inhibitors, primary screen, biochemical, luminescence | Sentrin-specific protease 8 (Homo sapiens), Q96LD8 | purified SENP8, Z-RLRGG-aminoluciferin cleavage | inhibition, % at 10 µM | 330,000 tested, 1.2% active | AID 2540, 2010; in the data active = inhibition above about 50%
SENP7 inh: SENP7 protease inhibitors, primary screen, biochemical, luminescence, uHTS; AID 434973, 2010; 330,000 tested, 1.5% active; inhibition, % at 5 µM; recombinant SENP7, Z-RLRGG-aminoluciferin luminescence, 40 min;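 active = inhibition above about 50% at the single test dose, limit read from the data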;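 also: plate controls were DMSO with enzyme for no effect and no enzyme buffer wells for full effect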
Apaf-1 inh: inhibitors of human Apaf-1 apoptosome, primary screen, biochemical, DEVD-Rh110 fluorescence, uHTS. inhibition, % at 20 µM. Apoptotic protease-activating factor 1 (Homo sapiens), O14727. reconstituted apoptosome caspase-3 activity. 330,000 tested, 0.71% active; active = inhibition of at least 40% at 20 µM;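 also: plate controls were DMSO wells for no effect and DEVD-CHO caspase inhibitor wells for full effect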
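Assay system – apoptosome proteins · Medium – Hepes buffer, pH 7.5 · Also added – cytochrome c with DEVD-Rh110 · Timing – 30 min compound preincubation, 50 min activation, room temperature · Detection – Rh110 fluorescence, excitation 480 nm, emission 540 nm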
PfGluPho inh: PfG6PD enzyme inhibitors, primary screen, biochemical, fluorescence intensity, uHTS. glucose-6-phosphate dehydrogenase-6-phosphogluconolactonase (Plasmodium falciparum 3D7). PfGluPho enzyme, NADPH resazurin-diaphorase fluorescence. inhibition, % at 20 µM. 350,000 tested, 0.78% active. AID 504690, 2011;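 active = inhibition reaching at least a set limit at 20 µM in the primary screen, cut at about 59% in these data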;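 also: 0% = DMSO wells with substrate and 100% = DMSO wells lacking glucose-6-phosphate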
* hit, by the source's call; nt = not tested or not shown. An unsorted share of the library; 3.6% or so of the library scored in one or more.

cpd	SMILES	SENP8 block-1	SENP7 inh	SENP1 FRET inh	PfGluPho inh	SENP8 block-2	Apaf-1 inh	SENP6 block	HKDC1 inh
1	COCCNC(=O)CSc1nc2sccc2c(=O)n1-c1ccccc1	4	-3	-4	-6	-10	8	0	-6
2	COc1cccc(-n2cnnc2SCC(=O)NC2CC2)c1	6	-4	2	9	-14	4	-24	0
3	CN(Cc1ccc(F)cc1)C(=O)COc1ccc2ccccc2c1	6	-7	-2	6	-12	16	-4	-1
4	O=C(NC(=O)N1CCN(C(c2ccccc2)c2ccccc2)CC1)c1ccccc1	32	4	-1	-4	4	4	-18	0
5	Nn1c(SCC(=O)NCC2CCCO2)nnc1-c1cc(Cl)ccc1Cl (stereo not drawn)	5	-11	0	0	-6	9	-15	-5
6	COc1cccc(NC(=O)c2cc([N+](=O)[O-])ccc2N2CCN(C)CC2)c1	29	1	0	-4	-1	2	-1	-6
7	COc1ccc(C(=O)C2CCCN(Cc3ccc4nonc4c3)C2)c(C)c1 (stereo not drawn)	26	0	2	-6	-6	0	-17	7
8	Cc1cccc(NC2=NC(=S)N(c3ccc(C(=O)O)cc3)C23CCCCC3)c1	17	7	0	-20	-4	6	3	-1
9	CN(C)C(CNC(=O)c1ccc2ccccc2n1)c1ccccc1 (stereo not drawn)	3	-10	1	-1	1	5	-28	-3
10	CCc1nnc(NC(=O)CS(=O)(=O)c2ccccc2)s1	-3	6	-5	-5	6	0	-2	-7
11	O=C(Nc1nc2ccccc2s1)c1cc(-c2ccco2)nc2ccccc12	-428	-5	-15	-22	-3	18	-5	6
12	Cn1nnc(NC(=O)c2ccc(C(C)(C)C)cc2)n1	0	2	2	7	-7	5	-10	-3
13	COc1ccc(S(=O)(=O)NCC2CCCO2)cc1NC(=O)c1ccc(Cl)cc1 (stereo not drawn)	16	11	1	1	-6	-1	-3	-4
14	COc1ccccc1-c1nn(-c2ccccc2)cc1C(=O)N1CCN(C(=O)c2ccco2)CC1	9	3	-1	-12	1	10	-6	-3
15	CN(C)c1nc(-c2ccccc2)c2cc(Cl)ccc2n1	-260	0	-37	2	-2	12	4	0
16	O=C(CNC(=O)c1ccc(Cl)cc1Cl)OCc1nc2ccccc2s1	6	6	2	-9	-7	2	-8	-9
17	COc1ccc(CCNC(=O)c2nnn(-c3ccccc3OC)c2N)cc1OC	6	-6	0	13	-3	3	5	-5
18	O=C(COc1ccc2c3c(c(=O)oc2c1)CCC3)NC1CCCCC1	-129	6	-1	0	1	4	8	-1
19	Cc1cc(NC(=O)CCC(=O)N(CCC(C)C)C(C(=O)NC2CCCC2)c2ccccc2C)no1 (stereo not drawn)	7	1	1	25	5	19	-16	5
20	CC(C)COc1ccc(C(=S)N2CCCC2)cc1	28	13	-1	-2	-7	7	-11	0
21	COc1cccc(CNC(=O)CCC2CCCN(C(=O)c3cscn3)C2)c1 (stereo not drawn)	25	4	1	-1	-7	-11	0	-3
22	C/C(CC(=O)Nc1ccc(C)c(Cl)c1)=N\NC(=O)Cc1ccccc1	6	-4	1	-4	-10	10	-31	7
23	CCOc1ccc(OCC)c(S(=O)(=O)NCc2ccc3c(c2)OCO3)c1	13	-1	2	13	-1	8	-10	-1
24	CC(=O)Nc1ccc(NC(=O)CCC(=O)Oc2ccc(C)cc2)cc1	15	-5	-1	12	3	4	14	6

An excerpt from above with just PfGluPho inh:
No. | Structure | PfGluPho inh
19 | Cc1cc(NC(=O)CCC(=O)N(CCC(C)C)C(C(=O)NC2CCCC2)c2ccccc2C)no1 (stereo not drawn) | 25
23 | CCOc1ccc(OCC)c(S(=O)(=O)NCc2ccc3c(c2)OCO3)c1 | 13

Remaining list, next part.
cpd	SMILES	SENP8 block-1	SENP7 inh	SENP1 FRET inh	PfGluPho inh	SENP8 block-2	Apaf-1 inh	SENP6 block	HKDC1 inh
25	Cn1c(SCC(=O)Nc2ccccc2F)nnc1C1CCCCC1	9	14	-2	-5	-10	-3	-13	1
26	O=C(CC1NCCNC1=O)OCCCc1ccccc1 (stereo not drawn)	17	-4	2	-11	2	6	-1	-7
27	COc1ccnc(Oc2ccc(F)cc2)c1C(=O)N/C=N/OCc1ccccc1	6	-4	0	-8	0	0	-5	-5
28	O=C(Nc1ccccc1)/C(=C/c1ccc(O)cc1)NC(=O)c1ccco1	6	-5	1	1	7	0	-13	-9
29	O=C1C=C(c2ccc(C(=O)O)cc2)C[C@@H](c2ccc(F)cc2)C1	6	11	2	-22	4	-4	2	4
30	C#CCNC(=O)C1=C[C@@H](c2cn(C(C)=O)c3ccccc23)C[C@@H](OCCCCO)O1	-79	6	-10	10	2	3	-7	2
31	O=C(CCN1C(=O)/C(=C/c2ccccc2F)SC1=S)NCCCN1CCOCC1	9	-5	2	0	-5	6	-14	1
32	O=C(Nc1cccnc1)c1cc(S(=O)(=O)N2CCCCC2)c(Cl)cc1Cl	4	2	1	-11	1	-2	-31	-1
33	CC(Sc1nnc(CN2CCCC2)n1Cc1ccccc1)C(=O)Nc1ccc(F)cc1 (stereo not drawn)	8	15	1	12	-4	10	-12	-3
34	CCN1CCC(O)(C(C(=O)OC)c2ccccc2)CC1 (stereo not drawn)	-1	nt	0	0	nt	nt	nt	-3
35	CS(=O)(=O)N1CCN(c2nc3ccccc3s2)CC1	3	2	0	9	-7	-22	-1	-8
36	Cc1sc(NC(=O)c2ccc(Cl)s2)c(C(N)=O)c1C	-50	52*	0	24	1	-12	60*	-10
37	CC(C)N(C(=O)c1ccc(C(=O)Nc2ccc([N+](=O)[O-])cc2)cc1)C(C)C	22	5	0	-8	8	13	2	-6
38	CN(C)c1ccc(C(CNS(=O)(=O)c2ccc([N+](=O)[O-])cc2)N2CCOCC2)cc1 (stereo not drawn)	2	-1	1	5	21	10	3	2
39	Cc1ccc(C(=O)OCC(=O)Nc2cccc(S(=O)(=O)NC3=NCCCCC3)c2)c(C)c1	10	0	1	-15	3	-22	-1	1
40	COc1ccc(C(=O)NC(=S)Nc2cccc3cc(O)ccc23)cc1OC	-34	1	1	20	0	5	8	4
41	Cc1ccccc1OCCn1ccnc1	3	5	-2	6	3	-4	-8	-5
42	CC1(C)N=C(N)N=C(N)N1c1ccc(Oc2ccc(Cl)cc2)c(Cl)c1	14	-6	0	16	2	14	-8	-4
43	CCCCCN(C(=O)CCC(=O)OCC(=O)NCc1cccc(OC)c1)c1c(N)n(CCCC)c(=O)[nH]c1=O	-5	-3	1	-1	-3	12	-4	-3
44	Cc1ccc(NC(=O)/C(=C\c2ccc([N+](=O)[O-])cc2)NC(=O)c2ccccc2)cc1	26	-1	4	-18	-1	12	-4	-3
45	Cc1ccc(NC(=S)N(Cc2cccs2)Cc2cc3cc(C)ccc3[nH]c2=O)cc1	8	0	2	9	-5	1	-3	-2
46	O=C(Oc1c(Cl)cc(Cl)c2cccnc12)c1cccc([N+](=O)[O-])c1	23	0	5	-22	1	8	9	11
47	c1csc(COc2ccccc2CNC2CCCCC2)c1	10	-3	1	-14	-9	0	-3	-4
48	O=C(CSc1nc2ccccc2c(=O)n1-c1ccc(F)cc1F)Nc1ccc2c(c1)CCC2	12	-12	3	0	-7	-7	4	-3

Along the list, quoted from above:
SENP8 block-1, entries 13–22, in order: 16, 9, -260, 6, 6, -129, 7, 28, 25, 6

Continued.
cpd	SMILES	SENP8 block-1	SENP7 inh	SENP1 FRET inh	PfGluPho inh	SENP8 block-2	Apaf-1 inh	SENP6 block	HKDC1 inh
49	Cc1ccccc1NC(=O)CSc1nnc(-c2ccccn2)o1	7	6	2	-4	5	1	-7	-8
50	O=C(NCCN1CCN(S(=O)(=O)c2ccccc2)CC1)C(=O)Nc1ccc(F)cc1	9	7	1	-10	0	5	-4	-9
51	CC/C(=N/Nc1cccc(Cl)c1)c1cnnc(SC)n1	31	-4	-7	13	-1	6	-12	4
52	Cc1ccc2nc(N3C(=O)C(O)=C(C(=O)c4ccc(C)o4)C3c3ccco3)sc2c1 (stereo not drawn)	-132	76*	-83	-1	64*	14	78*	13
53	CC(NC(=O)c1ccccc1F)c1cccc2ccccc12 (stereo not drawn)	8	-9	-2	-4	0	10	3	-2
54	Cc1ccc(C(=O)Cc2ccccc2)o1	-9	-9	-1	-5	6	-2	-1	0
55	O=C(NN=Cc1cccc([N+](=O)[O-])c1)c1cccc2ccccc12	22	nt	1	16	nt	nt	nt	-2
56	COc1ccccc1-n1c(SCC(=O)Nc2ccc3c(c2)OCO3)nc2c(c1=O)SCC2	-1	-4	-2	24	-6	20	7	4
57	CC1(C)CC(=O)C2=C(C1)OC(N)=C(C#N)C2C1C=CCCC1 (stereo not drawn)	11	-3	-2	-5	0	6	-8	-3
58	O=C(NCc1ccncc1)C1CCCN1S(=O)(=O)c1ccc(Cl)cc1 (stereo not drawn)	2	-4	1	-2	6	-2	-3	0
59	Nc1cc(N)nc(SCc2cc([N+](=O)[O-])cc3c2OCOC3)n1	22	2	1	6	-2	-4	-20	-1
60	Cc1noc(C)c1S(=O)(=O)N(C)C[C@H]1Oc2ccc(NC(=O)NC3CCCCC3)cc2C(=O)N([C@H](C)CO)C[C@@H]1C	23	-4	0	-11	7	6	-3	2
61	CS(=O)(=O)c1ccc2nc(NC(=O)c3ccc(NS(=O)(=O)c4ccc(F)c(F)c4)cc3)sc2c1	-410	9	0	-17	23	-20	17	-3
62	CC1=NN(C(C)C)C(=O)C1	23	-3	1	3	1	8	0	2
63	Cc1cc(OCC(=O)N(C)Cc2ccccc2)cc(C)c1Cl	8	6	4	7	2	10	11	1
64	CCOc1ccc(N(CC(=O)NCCSCc2ccccc2)S(=O)(=O)c2ccccc2)cc1	6	3	0	21	6	18	10	0
65	Cc1ccccc1N=C(N)Nc1ccccc1C	13	-8	2	0	-6	0	-13	-1
66	CCOC(=O)CSc1n[nH]c(=O)n1CCc1ccccc1	1	6	2	-8	-11	2	-20	4
67	COc1ccc(C(=O)N2CCC(C(=O)Nc3cccc(C)c3)CC2)cc1OC	9	3	0	-6	1	-9	-30	-7
68	CC1CCc2c(nc3ncnn3c2N2CCN(c3ccccc3F)CC2)C1 (stereo not drawn)	14	-4	2	14	2	12	-9	3
69	CN1CC(=O)N2Cc3[nH]c4ccccc4c3C[C@H]2C1=O	11	2	-4	-15	5	-4	-6	2
70	COc1cccc(N(CC(=O)O)S(=O)(=O)c2ccccc2)c1	12	-7	4	-15	2	0	0	-3
71	CCNc1nc(NCC)nc(N(C)N)n1	13	4	3	-1	1	2	-5	-3
72	CC(/C=N\NC(=O)c1ccc2c(c1)OCO2)c1ccccc1 (stereo not drawn)	0	-2	0	-2	-3	-7	0	1
73	CCC(C(=O)Nc1cccc(S(=O)(=O)N(C)c2ccccc2)c1)c1ccccc1 (stereo not drawn)	10	-2	2	14	-5	6	-10	0
